Tau fibril ThT – tau fibrillization inhibition (ThT binding); recombinant tau K18 P301L, heparin-induced fibrillization, ThT fluorescence; Potency, µM (highest dose often 57.4 µM), for the others: at the highest dose activity, negative = inhibition, usual class: inhibitors; AID 1460; 270,000 compounds, 2.1% hits; P10636; further: on the % scale 0 is the no-effect control and ±100 the full control effect; nearly all actives have a fitted effect of over 55% in size
Target sequence (P10636 561-689 P618L limits assumed): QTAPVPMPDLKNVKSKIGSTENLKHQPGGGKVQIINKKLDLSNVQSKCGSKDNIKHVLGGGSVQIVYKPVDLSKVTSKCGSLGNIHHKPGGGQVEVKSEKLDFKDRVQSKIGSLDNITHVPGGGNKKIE
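In this qHTS, human K18 P301L tau is incubated with compound and heparin for 6 hr at 37 C, and Thioflavin T fluorescence then reports fibril load.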
ALDH1A1 inh – blocks purified human ALDH1A1 activity; P00352; 220,000 compounds, 7.3% hits; Purified ALDH1A1, NADH fluorescence, propionaldehyde substrate; Potency, µM (highest dose often 75.3 µM), for inactives: top-dose activity, negative = inhibition, most hits filed as inhibitors; active means well fitted inhibition curve with a large enough effect, not every such curve was filed as active; inconclusive means small, poorly fitted or top-dose-only effect, or another doubt; inactive means no such curve, though single readings can be large or run the other way;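 further: plate controls were no enzyme wells and a reference inhibitor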
Target sequence (P00352 whole entry, looked up): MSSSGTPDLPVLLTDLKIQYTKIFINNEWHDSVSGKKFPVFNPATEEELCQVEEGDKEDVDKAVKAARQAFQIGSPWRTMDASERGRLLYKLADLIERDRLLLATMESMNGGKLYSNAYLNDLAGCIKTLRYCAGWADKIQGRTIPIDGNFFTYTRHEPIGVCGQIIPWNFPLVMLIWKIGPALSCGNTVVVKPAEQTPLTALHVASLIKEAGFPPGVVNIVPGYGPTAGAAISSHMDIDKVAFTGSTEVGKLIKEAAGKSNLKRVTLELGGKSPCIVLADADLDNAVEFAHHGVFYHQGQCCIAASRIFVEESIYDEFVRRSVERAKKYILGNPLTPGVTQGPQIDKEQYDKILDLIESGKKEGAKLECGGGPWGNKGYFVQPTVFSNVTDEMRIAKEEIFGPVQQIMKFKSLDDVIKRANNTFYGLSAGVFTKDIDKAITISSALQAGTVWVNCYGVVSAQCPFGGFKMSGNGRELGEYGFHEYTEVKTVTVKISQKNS
HTT ATP protect – Huntington cell model cytoprotection by ATP luminescence. PC12 HTT-Q103 induced, cytoprotection, ATP luminescence, 40 h. Potency, µM (top dose mostly 56.4 µM), without a hit: cytoprotection (ATP increase), most hits filed as activators. 230,000 compounds, 0.14% hits. AID 1471;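 further: % of control where 0% means no effect; nearly all actives have a fitted effect of over 45% in size; toxic huntingtin expression switched on by the ecdysone agonist tebufenozide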
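Cells were plated at 1500 per well in phenol red-free DMEM with 5% equine and 5% calf serum. Tebufenozide (100 nM final) and compounds were added, then ATPlite reagent, and luminescence was read.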
Tau fluor counter – counter-screen for tau fibril formation inhibitors. tau K18 P301L Alexa594 fluorescence, heparin fibrillization. 280,000 compounds, 0.93% hits. Potency, µM (doses to about 57.7 µM), without a hit: top-dose activity change, negative = decrease; further: on the % scale 0 is the no-effect control and ±100 the full control effect; nearly all actives have a fitted effect of over 55% in size
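Human tau K18 P301L (15 uM unlabeled, 0.24 uM Alexa 594-labeled) in 100 mM sodium acetate pH 7 with 20 uM heparin, 6 hr at 37 C. ThT 30 uM added, 1 hr ambient; Alexa 594 FP and total fluorescence read at 555/632 nm.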
HttQ103 aggreg – mutant huntingtin aggregation inhibition. PC12 HttQ103-GFP aggregates, Acumen cytometry, 40 h. Potency, µM (top dose mostly 46.1 µM), without a hit: at the highest dose activity change, negative = inhibition, hits mostly inhibitors. 220,000 compounds, 1.1% hits; further: on the % scale 0 is the no-effect control and ±100 the full control effect; nearly all actives have a fitted effect of over 60% in size
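Huntingtin Q103 exon 1–GFP aggregates in induced PC12 cells (100 nM tebufenozide) were quantified by cytometry from lysates, with compounds dosed in titration.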
SMN2 splice up – increases expression of the SMN2 splice variant. Potency, µM (doses to about 46.1 µM), for the others: at the highest dose activity change, positive = activation, hits mostly activators. 210,000 compounds, 2.8% hits. HEK293 SMN2-luciferase splicing reporter, luminescence, 30-36 h. AID 1458; further: % of control where 0% means no effect; nearly all actives have a fitted effect of over 55% in size
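qHTS luciferase splicing reporter: luminescence rises when SMN2 exon 7 is included in transfected HEK293 cells. Compound exposure lasted 30-36 h at 37C, with 4.5 mM final sodium butyrate as control, followed by a ONE-Glo read.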
Tau fibril FP – tau fibrillization inhibition (FP); P10636; 280,000 compounds, 0.39% hits; K18 P301L tau heparin fibrillization, Alexa594 FP, 6 h; Potency, µM (titrated, usually from 57.7 µM), inactives show at the top dose activity, negative = inhibition, hits mostly inhibitors; further: on the % scale 0 is the no-effect control and ±100 the full control effect; nearly all actives have a fitted effect of over 55% in size
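K18 P301L tau (15 uM unlabeled/0.24 uM Alexa 594-labeled, final) + compound + heparin 20 uM final; 100 mM NaOAc pH 7; 6 hr 37 C; ThT 30 uM final added, 1 hr RT; FP ex 555/em 632 nm.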
JMJD2E inh – blocks human JMJD2E demethylase activity; B2RXH2; JMJD2E catalytic domain, FDH-coupled NADH fluorescence (FDH is formaldehyde dehydrogenase); Potency, µM (top dose mostly 57.1 µM), for the others: top-dose activity change, negative = inhibition, hits mostly inhibitors; 230,000 compounds, 1.6% hits; AID 2147; active means well fitted inhibition curve with a large enough effect, not every such curve was filed as active; inconclusive means small, poorly fitted or top-dose-only effect, or another doubt; inactive means no such curve, though single readings can be large or run the other way;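 further: 0% = wells with enzyme and -100% = buffer wells without enzyme; nearly all actives have a fitted effect of over 50% in size; many of its hits are not listed in these tables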
Target sequence (B2RXH2 1-337 limits assumed): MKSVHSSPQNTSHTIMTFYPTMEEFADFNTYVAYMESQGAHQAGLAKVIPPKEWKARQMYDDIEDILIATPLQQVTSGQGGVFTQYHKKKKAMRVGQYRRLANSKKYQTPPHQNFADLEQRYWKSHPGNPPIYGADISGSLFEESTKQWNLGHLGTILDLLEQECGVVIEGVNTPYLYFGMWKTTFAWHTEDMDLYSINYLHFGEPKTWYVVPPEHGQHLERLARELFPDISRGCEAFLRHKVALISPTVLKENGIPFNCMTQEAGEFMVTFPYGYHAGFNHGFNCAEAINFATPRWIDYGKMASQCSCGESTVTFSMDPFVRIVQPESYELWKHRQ
An asterisk follows results filed as active; u = inconclusive; x = no result given; & = joins results of further samples; [ ] = dose if it differs, or a comment. Unless noted, the call rests on the fitted dose curve; in most records, active means well fitted curve in the direction sought with a large enough effect; inconclusive means small, poorly fitted or top-dose-only effect, or another doubt; inactive means no such curve, though single readings can be large; an effect the other way counts as inactive or inconclusive. Potency means the concentration at half of the fitted maximal effect.

SMILES	Tau fibril ThT	ALDH1A1 inh	HTT ATP protect	Tau fluor counter	HttQ103 aggreg	SMN2 splice up	Tau fibril FP	JMJD2E inh
CN(C)C(=O)Oc1ccc(Cl)c2ccccc12	-15.1%	-3.4%	2.0%	-5.8%	-0.8%	9.2%	10.5%	-16.0%
NC(N)=N/N=C/c1c(Cl)cccc1Cl	-4.4%&4.4%&10.3%&8.4%	-2.5%&-6.2%&4.6%	0.4%	-9.7%&-4.4%&6.1%&-7.5%	-15.5%	-17.5%&-35.4%&-19.5%	-9.1%&-8.2%&-2.6%&6.4%	-2.5%&-20.9%&-2.4%
CC1CCCCN1Cc1ccc(Cl)nc1 (configuration not stated)	1.2%	1.1%	-8.6%	5.0%	-9.6%	-9.5%	-1.4%	3.6%
COc1ccc(CC(=O)NC(=S)NNC(=O)COc2c(C)cccc2C)cc1	-13.4%	u	x	-1.7%	-3.1%	-41.3%[inhibitor]	3.7%	-5.7%
O=P(NS(=O)(=O)c1ccc(Cl)cc1)(Oc1ccccc1)Oc1ccccc1	-4.9%	-1.6%	2.3%[10 µM]	0.4%	-0.6%	11.8%	8.3%	-1.3%
CN1C[C@H](C(=O)N[C@@]2(C)O[C@@]3(O)C4CCCN4C(=O)C(Cc4ccccc4)N3C2=O)C[C@H]2c3cccc4[nH]cc(c34)C[C@H]21 (some centres not stated)	-1.8%	-2.0%	-14.6%	u	x	6.4%	3.2%	-5.1%
O=C(NC1(C(F)(F)F)Oc2ccc(Cl)cc2O1)N1CCC2(CC1)OCCO2 (configuration not stated)	u	u	-58.5%[inhibitor]	-20.5%	-2.8%	u	-5.9%	15.8µM*
O=c1[nH]c(O)c(C=NC2CCCCC2)c(=O)[nH]1	-2.9%	x	12.1%[10 µM]	-1.7%	-14.5%[9.22 µM]	x	-5.8%	-2.1%
COc1ccc(CC2c3cc(OC)c(OC)cc3CCN2C)cc1O (configuration not stated)	-9.7%	8.6%	x	-6.1%	7.3%	-6.4%	-6.5%	-15.1%
O=C(c1ccc(F)cc1)C(Cc1ccccc1)N1CCCCC1 (configuration not stated)	-9.1%	13.9%	-13.7%	-6.3%	-3.1%	28.9%	-9.0%	-7.9%
O=c1[nH]c(O)c(Cc2ccc3c(c2)OCO3)c(=O)[nH]1	x	x	1.5%[10 µM]	u	10.9%[9.22 µM]	x	15.3%	-0.7%
COc1ccc(NC(=O)N2CCC3(CC2)OCCO3)c(OC)c1	3.4%	u	4.2%[10 µM]	-2.1%	5.0%[9.22 µM]	x	-5.7%	-11.8%
CC1CN=C(Nc2ccc(F)c(Cl)c2)S1 (configuration not stated)	-11.3%	x	-5.8%[10 µM]	-16.2%	1.7%[9.22 µM]	x	-4.7%	-2.0%
CCCSc1ccc2nc(NC(=O)OC)[nH]c2c1	-3.3%&-0.9%	-5.8%	-182.1%[inhibitor]	-4.3%&-10.9%	7.5%	u	0.4%&-2.5%	-7.5%
CCOP(=O)(OCC)C(Nc1ccc(F)cc1)c1ccccc1 (configuration not stated)	-7.1%	x	6.8%[10 µM]	-7.7%	-24.4%[9.22 µM]	x	2.1%	u
C[C@@H]1O[C@H](C[N+](C)(C)C)C[C@@H]1O	-8.0%	1.8%	-2.3%	-6.6%	x	-4.3%	-8.2%	x
CCCCC/C=C\C/C=C\C/C=C\C=C\[C@H](CCCC(=O)O)OO	-2.8%&-0.1%	1.6%&6.8%	-5.4%&-12.8%	-0.1%&-1.0%	x	-0.4%&8.5%	-7.1%&1.1%	1.9%
CC(=O)NNC(=O)CN1C(=O)CN=C(c2ccccc2)c2cc(Br)ccc21	-8.3%	7.9%	-29.1%	-10.4%	-6.5%	-12.1%	-6.8%	5.3%
CC(C)NC(C)C(=O)C12CC3CC(CC(C3)C1)C2 (configuration not stated)	-6.0%	3.5%	1.5%	-0.8%	-7.0%[9.22 µM]	-10.1%	6.3%	3.4%
COc1ccc(C2CC(=O)Nc3cc4c(cc32)OCO4)c(OC)c1 (configuration not stated)	-10.8%	x	x	-26.0%	x	-10.2%	-0.4%	x
N=C1SCC(=O)N1Cc1ccccc1	-0.8%	4.1%	u	-2.0%	3.1%	-8.3%	-1.5%	0.9%
Cc1ccc(CN2C3CCCC2CC(NC(=S)NCc2ccccc2)C3)cc1 (configuration not stated)	-5.2%	u	3.6%[10 µM]	-19.9%	15.7%[9.22 µM]	x	-4.0%	-0.4%
CN[C@@H]1C[C@@]2(C)O[C@@H]([C@@H]1OC)n1c3ccccc3c3c4c(c5c6ccccc6n2c5c31)C(=O)NC4	u	u	-195.9%[inhibitor]	u	x	x	u	x
CC1(C)S[C@@H]2[C@H](N)C(=O)N2C1C(=O)O (some centres not stated)	-14.0%	-0.4%	-21.6%	-13.8%	30.4%[20.6 µM]	-1.9%	-6.5%	1.8%
CC1=C2C3OC(=O)[C@H](C)[C@H]3CC[C@@]2(C)C=CC1=O (some centres not stated)	9.0%	5.1%	-6.3%[1.9 µM]	0.9%	x	x	-1.8%	11.6%
CC(C)NS(=O)(=O)c1ccc(OCC(=O)N2CCN(Cc3ccccc3)CC2)c(Cl)c1	-3.4%	10.3%	-9.9%[10 µM]	-5.4%	-15.8%	-32.6%[inhibitor]	7.6%	-5.9%
COc1ccc2[nH]cc(CCN=C(N)N)c2c1	-6.1%	2.9%	-27.1%	-4.0%	-4.1%	-17.3%	-1.8%	1.1%
CC(C)OCCCNC(=O)c1c(N)n(CC2CCCO2)c2nc3ccccc3nc12 (configuration not stated)	u	u	13.6%[10 µM]	-16.5%	-8.8%	-14.4%	1.5%	u
CCOc1ccccc1C1SCC(=O)Nc2c1c(=O)[nH]n2C(CC)CC (configuration not stated)	-9.1%	4.8%	-2.5%	1.9%	0.9%	15.9%	-1.8%	7.0%
Cc1ccc(NC2=NCCCS2)c(C)c1C	0.8%	3.7%	-8.1%[10 µM]	2.3%	-15.7%	-17.5%	2.5%	2.4%
N[C@@]1(C(=O)O)CC[C@@H](C(=O)O)C1	-2.3%	-10.6%	x	-1.1%	x	-4.2%	-0.4%	-17.1%
CN1C(=O)C(C2c3ccccc3C(=O)N2Cc2ccccc2)C(=O)N(C)C1=O (configuration not stated)	u	-31.1%	-5.6%[0.074 µM]	-11.6%	10.8%	0.6%	-12.3%	-4.7%
O=C(CNC(=O)c1ccccc1)Nc1ccc(Br)cc1C(=O)c1ccccc1	-13.2%	-5.5%	2.9%[10 µM]	-26.5%	u	-8.9%	-4.2%	-4.2%
Cc1[nH]c2c(C(F)(F)F)cccc2c1CCN	0.7%	-3.3%	-36.5%	-4.4%	-9.2%	u	-6.0%	-21.9%
CCC12CN3CC(CC)(CN(C1)C3c1cccnc1)C2=O (configuration not stated)	5.1%	u	0.0%	2.3%	8.1%	-18.0%	3.7%	1.6%
c1ccc(OCCSc2nc3ccccc3[nH]2)cc1	-13.2%	1.5%	-3.7%[10 µM]	-12.8%	-10.0%	u	-11.8%	6.1%
Nc1ccc2c(c1)Cc1ccccc1-2	u	u	x	-8.1%	24.0%	u	u	u
CN1c2ccc([N+](=O)[O-])cc2CC2(C(=O)NC(=O)NC2=O)C1c1ccccc1 (configuration not stated)	-10.6%	8.8%	1.6%[10 µM]	14.9%	u	1.2%	8.6%	-0.9%
O=C(c1cccs1)C1CN2CCC1CC2 (configuration not stated)	-3.3%	9.8%	18.0%	3.6%	-6.4%	-6.3%	-0.7%	2.2%
CC1Cc2c(cnc3c2CN(C)CC3)CO1 (configuration not stated)	-1.9%[11.5 µM]	-1.7%[13.5 µM]	0.8%[10 µM]	-3.9%[11.6 µM]	x	x	-7.8%[11.6 µM]	x
C=CCN1C(=O)/C(=C/c2cccs2)C(=O)NC1=S	u	8.91µM*	34.6%[10 µM]	u	-0.7%	23.4%	9.5%	-4.4%
Cc1cc(OCc2nn[nH]n2)c2c3c(c(=O)oc2c1)CCCC3	0.4%	u	-14.2%[0.074 µM]	3.8%	-6.6%	x	3.9%	u
COc1ccc(C)cc1NC(=O)c1c(C)nn(Cc2ccccc2)c1Cl	-14.7%	6.2%	-8.2%[10 µM]	-23.0%	-26.3%	-8.6%	-13.8%	-8.1%
CCOc1ccc(N=Cc2c(O)n(-c3ccc(C)c(C)c3)c(=O)[nH]c2=O)cc1	x	x	1.1%[10 µM]	14.6%	-11.8%[9.22 µM]	x	-1.0%	145.1%[activator]
CC(NC1CCCCC1)C(O)C12CC3CC(CC(C3)C1)C2 (configuration not stated)	-5.9%	3.5%	-16.0%	-6.4%	11.6%	-4.8%	-10.2%	1.6%
c1ccc2c(CN3CCCCC3)c[nH]c2c1	1.6%	-1.6%	-24.8%[10 µM]	0.3%	-17.0%[9.22 µM]	x	5.6%	u
Cc1cc(C=C2C(=O)N(C)C(=S)N(C)C2=O)c(C)n1C1CCCC1	25.1µM*	22.4µM*	-12.3%	u	-15.4%	-13.7%	u	-4.2%
COc1cc2c(cc1OC)[C@@H]1C(=O)c3ccc4oc(C(C)C)cc4c3OC1CO2 (some centres not stated)	-7.1%	-0.1%	-164.3%[inhibitor]	-20.6%	x	-89.3%[inhibitor]	3.4%	-22.3%
CCOC(=O)c1ncn2c1[C@H]1CCCN1C(=O)c1cc(OC)ccc1-2	-6.5%	-4.5%	-8.2%	-13.1%	x	x	-10.1%	-9.2%
COc1cc(/C=C2\C(=O)NC(=O)N(CCc3ccc(F)cc3)C2=O)ccc1O	u	12.6µM*	6.3%[10 µM]	-15.1%	9.2%	-1.9%	-12.8%	-26.8%

Entries of single compounds, looked up by structure. Values in the order: Tau fibril ThT | ALDH1A1 inh | HTT ATP protect | Tau fluor counter | HttQ103 aggreg | SMN2 splice up | Tau fibril FP | JMJD2E inh
Cc1[nH]c2c(C(F)(F)F)cccc2c1CCN is entered as 0.7% | -3.3% | -36.5% | -4.4% | -9.2% | u | -6.0% | -21.9%
O=C(c1ccc(F)cc1)C(Cc1ccccc1)N1CCCCC1 (configuration not stated) is entered as -9.1% | 13.9% | -13.7% | -6.3% | -3.1% | 28.9% | -9.0% | -7.9%
C=CCN1C(=O)/C(=C/c2cccs2)C(=O)NC1=S is entered as u | 8.91µM* | 34.6%[10 µM] | u | -0.7% | 23.4% | 9.5% | -4.4%

Screening results deposited in PubChem by National Center for Advancing Translational Sciences (NCATS).

These rows are one share of the data; rates above refer to the full screens.
